# GPR151 ag: activators of human GPR151, primary screen, cell-based, PathHunter beta-arrestin, luminescence | G-protein coupled receptor 151 (Homo sapiens), Q8TDV0 | PathHunter beta-arrestin GPR151 cells | activation, % at 11.2 µM | 650,000 compounds, 1% hits; in the data active = activation above about 4.9%;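 note: 0% = median of compound wells and 100% = cells with positive control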
# Target sequence (Q8TDV0 whole entry, looked up): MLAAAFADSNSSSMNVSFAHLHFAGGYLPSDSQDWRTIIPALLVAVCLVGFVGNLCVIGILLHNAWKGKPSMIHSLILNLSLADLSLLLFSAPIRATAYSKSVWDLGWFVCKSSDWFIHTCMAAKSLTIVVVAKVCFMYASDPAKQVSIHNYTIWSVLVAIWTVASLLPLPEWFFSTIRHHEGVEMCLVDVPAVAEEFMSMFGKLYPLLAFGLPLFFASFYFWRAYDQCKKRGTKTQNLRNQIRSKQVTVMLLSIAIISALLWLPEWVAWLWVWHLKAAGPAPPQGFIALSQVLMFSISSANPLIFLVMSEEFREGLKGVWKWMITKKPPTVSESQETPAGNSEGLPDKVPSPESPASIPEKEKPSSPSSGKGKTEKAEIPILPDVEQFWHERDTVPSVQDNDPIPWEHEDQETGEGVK
# MITF inh: MITF inhibitors, primary screen, biochemical, AlphaScreen, human; Microphthalmia-associated transcription factor (Homo sapiens), O75030; AlphaScreen MITF homodimerization, bead proximity signal; inhibition, % at 2.6 µM; 650,000 compounds, 0.91% hits; AID 1259374, 2018; in the data active = inhibition above about 50%;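 note: 0% = vehicle wells with protein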
# Target sequence (O75030 whole entry, looked up): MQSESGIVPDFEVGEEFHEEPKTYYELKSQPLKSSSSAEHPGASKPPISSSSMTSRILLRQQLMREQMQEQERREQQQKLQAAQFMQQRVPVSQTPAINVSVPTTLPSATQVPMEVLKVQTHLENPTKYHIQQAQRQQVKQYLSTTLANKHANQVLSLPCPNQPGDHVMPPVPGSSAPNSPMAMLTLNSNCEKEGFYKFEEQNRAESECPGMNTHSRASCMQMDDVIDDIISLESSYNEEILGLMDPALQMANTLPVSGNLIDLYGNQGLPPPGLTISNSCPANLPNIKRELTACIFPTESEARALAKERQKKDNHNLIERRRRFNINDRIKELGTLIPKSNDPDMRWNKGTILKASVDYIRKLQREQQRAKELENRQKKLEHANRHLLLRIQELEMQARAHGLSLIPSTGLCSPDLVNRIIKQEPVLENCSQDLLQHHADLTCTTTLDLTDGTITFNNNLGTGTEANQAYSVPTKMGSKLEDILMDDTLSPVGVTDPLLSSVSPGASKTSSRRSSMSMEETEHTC
# TEAD-YAP inh: TEAD-YAP interaction inhibition, primary screen, TEAD-YAP interaction inhibitor project, luminescence, HEK-TIYL cells; TEAD-Gal4/YAP UAS-luciferase luminescence; 640,000 compounds, 1.4% hits; inhibition, % at 9.12 µM; AID 1259422, 2018; in the data active = inhibition above about 32%;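 note: 0% = median of test compound wells and 100% = reference inhibitor wells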
# FBW7 activator: FBW7 E3 ligase activators, primary screen, biochemical, AlphaScreen, human. F-box/WD repeat-containing protein 7 (Homo sapiens), Q969H0. AlphaScreen FBW7–phospho-cyclin E peptide binding, activator screen. normalized activity (activation), % at 26.1 µM. 650,000 compounds, 0.13% hits; in the data active = normalized activity above about 1.9%;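 note: purified mutant Fbw7 with reduced substrate affinity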
# * = called active by the depositor; . = no result given.
Structure,GPR151 ag,MITF inh,TEAD-YAP inh,FBW7 activator
CC(=O)Oc1ccc2ccccc2c1/C=C/[N+](=O)[O-],-1.4,18,10,0.2
Cc1ccc(-c2nc(Nc3ccc(F)cc3F)c3ccccc3n2)cc1,-1.2,-4,0,-0.1
CC1=C(C(=O)OCCc2ccccc2)C(c2ccccc2OCc2ccccc2)NC(=O)N1 (centres undefined),-1.0,10,7,-0.1
Cc1nc2sc(C(=O)Nc3cccc4ccccc34)c(N)c2c(C)c1Cl,2.1,2,-2,0.2
COc1cccc2cc(-c3nc(-c4ccc(Cl)cc4)cs3)c(=O)oc12,-1.1,9,3,0.0
COc1ccc(/C=C\C23N(Cc4ccccc4)C(=O)CN2c2ccccc2C3(C)C)cc1OC (centres undefined),1.1,3,3,0.0
CCn1cc(C(=O)NCC2CCCO2)c(=O)c2ccc(C)nc21 (centres undefined),1.6,8,-6,0.2
CN1C(=O)[C@H]2CN(Cc3cccc4ncccc34)CCN2C(=O)[C@@H]1CO,2.0,12,9,-0.1
COc1ccc(CN(Cc2ccccc2)C(=O)NC(C)(C(F)(F)F)C(F)(F)F)cc1,0.7,9,-3,0.0
O=C(Cc1cc(=O)[nH]c(=O)[nH]1)NCCC(c1ccccc1)c1ccccc1,-0.5,2,1,0.0

# In a second layout: three of the compounds above.
# Values run as follows: GPR151 ag, MITF inh, TEAD-YAP inh, FBW7 activator
> Cc1nc2sc(C(=O)Nc3cccc4ccccc34)c(N)c2c(C)c1Cl
    2.1, 2, -2, 0.2
> CC1=C(C(=O)OCCc2ccccc2)C(c2ccccc2OCc2ccccc2)NC(=O)N1 (centres undefined)
    -1.0, 10, 7, -0.1
> O=C(Cc1cc(=O)[nH]c(=O)[nH]1)NCCC(c1ccccc1)c1ccccc1
    -0.5, 2, 1, 0.0

# Next structures.
Structure,GPR151 ag,MITF inh,TEAD-YAP inh,FBW7 activator
O=C(N[C@H]1C[C@H]2C(=O)N[C@@H](Cc3ccc(Cl)cc3)C(=O)N2C1)c1cc(F)cc(F)c1,-0.9,-13,-4,0.0
O=C(Nc1cccc2ccccc12)C(c1ccccc1)N1CCOCC1 (centres undefined),2.0,-2,3,0.3
CCC(C(=O)NC1CCCC1)N(Cc1ccco1)C(=O)CNS(=O)(=O)c1ccccc1 (centres undefined),1.1,4,3,-0.1
Cc1nc([N+](=O)[O-])cn1-c1ccccc1N,-0.2,3,13,-0.1
CC(=NCc1cccnc1)c1c(CSc2ccc(C)cc2)[nH]n(-c2nc3ccccc3s2)c1=O,1.7,-4,15,0.0
FC(F)(F)Oc1cccc(-c2cnc3c(N4CCOCC4)nccn23)c1,1.0,-8,0,-0.2
COc1ccc(C(=O)CN2CCN(CCN3C(=O)c4cccc5cccc(c45)C3=O)CC2)cc1,-1.1,5,17,0.0
CCc1nnc2n1N=C(c1ccc(OC)c(OC)c1)CS2,-0.3,-13,-28,0.0
COc1cc2c(cc1OC)C(COc1ccc([N+](=O)[O-])cc1)N(C(=O)COc1ccccc1)CC2 (centres undefined),-0.4,-2,9,-0.1
COc1ccc(-c2cnc3c(NCC(C)C)nccn23)cc1,2.0,3,-2,0.2

# Next section:
Structure,GPR151 ag,MITF inh,TEAD-YAP inh,FBW7 activator
CCOc1ccc(-n2cc(C(=O)Nc3ccc(Br)cc3C)c3cc(OC)c(OC)cc3c2=O)cc1,-1.0,-6,-8,-0.1
COC(=O)c1ccc2c(c1)C(=O)N(c1cccc(C)c1)C2=O,-0.4,-1,-5,0.6
COc1ccc(CCn2c(SCc3ccccc3F)nc3ccsc3c2=O)cc1OC,-0.3,13,1,0.1
Cc1ccccc1N(Cc1nnc2n1CCCCC2)C(=O)Nc1ccc(Cl)cc1,-0.4,17,-5,0.1
COC(=O)COc1ccc(S(=O)(=O)N(C)Cc2ccccc2)cc1,3.7,10,2,-0.1
CN(C)c1ccc(C=Nc2cccc(C(=O)O)c2)cc1[N+](=O)[O-],-0.4,11,-13,0.1
COc1ccc2c(c1)CC(C(=O)Nc1ccc(-c3cn[nH]c3)cc1OCC1CCCO1)CO2 (centres undefined),-0.4,14,2,0.0
Cc1ccccc1C(=O)NC1CC(C)(C)NC(C)(C)C1,-0.7,17,-7,0.1
CC(=O)N(C)c1ccc(NC(=O)Cc2cccc3ccccc23)cc1,-0.1,12,12,-0.2
O=C(CN1C(=O)c2ccccc2C1=O)NNC1=NS(=O)(=O)c2ccccc21,0.5,5,0,-0.6

# (further entries)
Structure,GPR151 ag,MITF inh,TEAD-YAP inh,FBW7 activator
COc1ccccc1-c1cc(C(F)(F)F)nc(S(=O)(=O)CCCC(=O)Nc2c(C)n(C)n(-c3ccccc3)c2=O)n1,0.6,15,4,0.2
Cc1ccc(-n2cc(-c3ccc(Cl)cc3)nc2SCC(=O)c2ccccc2)cc1,1.2,10,-38,-0.1
CN(C(=O)CCl)c1nc(-c2ccccc2)cs1,1.2,-10,-14,0.4
C=CCn1c(=N)c(C(=O)NCCCOC)cc2c(=O)n3cc(C)ccc3nc21,-1.1,4,3,0.0
CCN(CCCN1C(=O)C2C(C(=O)Nc3cccc(Cl)c3)C3C=CC2(O3)C1C(=O)NC1CCCC(C)C1C)Cc1ccccc1 (centres undefined),-0.2,-15,7,-0.1
CCCn1c(NNC=O)nc2c1c(=O)[nH]c(=O)n2C,-0.9,22,-2,0.1
Cc1cc2cc(CNC(=O)CC(C)C)ccc2n1C,-1.1,12,-10,-0.1
Cc1ccccc1N1C(=O)c2ccccc2NC1(C)CC(=O)NCc1ccccc1 (centres undefined),1.0,-2,-1,-0.1
Cc1cccn2c(=O)c3cc(C(N)=O)c(=N)n(CCN4CCOCC4)c3nc12,-0.1,10,-6,0.0
COc1ccc(CN(C)C(=O)c2cccc(C(=O)N(C)Cc3ccc(OC)cc3)c2)cc1,-1.5,5,-14,0.0

# Following part.
Structure,GPR151 ag,MITF inh,TEAD-YAP inh,FBW7 activator
COc1ccc(S(=O)(=O)Nc2cccc(C(F)(F)F)c2)cc1C,-0.9,16,8,0.5
NC(=O)CSc1nnc(-c2ccco2)n1-c1ccc(F)cc1,2.5,-1,0,-0.1
NC(=O)c1cc(NC(=O)c2cc(C(F)(F)F)cc(C(F)(F)F)c2)cc(C(N)=O)c1,-0.6,-11,-6,0.1
O=C(NCCOc1ccccc1)c1c(F)cccc1F,-1.8,16,-51,0.3
O=S(=O)(c1cccc(C(F)(F)F)c1)N(C1CCNCC1)C1CC1,0.3,9,0,-0.1
NC(=O)c1c(NC(=S)NC(=O)c2ccccc2Cl)sc2c1CCCCCC2,0.7,9,10,0.2
CCCOc1[nH]c2nc(-c3ccccc3)n(Cc3ccccc3)c(=N)c2c1C#N,2.0,8,1,0.0
O=C(NCc1cccc2ccccc12)N1CC(c2nc(-c3cccnc3)no2)C1,-0.9,11,12,0.5
COc1ccc(OCC(=O)N/N=C/c2cc(C#N)n(C)c2C)cc1,-2.8,10,10,-0.1
Cc1ccccc1-n1nc2c(c1NC(=O)C1CCCC1)CS(=O)(=O)C2,-1.1,7,-6,0.9

# Next entries follow.
Structure,GPR151 ag,MITF inh,TEAD-YAP inh,FBW7 activator
O=C(c1ccco1)N1CCN(C2CC(=O)N(c3ccc(Cl)cc3)C2=O)CC1 (centres undefined),-0.1,-4,6,0.0
O=C(CCc1ccccc1)Nc1cccc(N2CCCS2(=O)=O)c1,0.2,-11,-10,-0.1
COC(=O)c1ccccc1N1C(=O)CC(Nc2ccc(OC)cc2)C1=O (centres undefined),0.5,5,-12,0.2
Cn1c(=O)c2c(nc3n(Cc4ccccc4)c(-c4ccc(Cl)cc4)cn23)n(C)c1=O,1.1,-1,-1,-0.2
C#CCCCCCCCCCCCC(O)CC(O)CO (centres undefined),-2.2,17,25,0.3
CCc1cccc2c(C(C)=O)cn(CC(N)=O)c12,-0.4,10,10,0.4
CC(C)(C)C(=O)Nc1nnc(SCC(=O)N2CCc3ccccc32)s1,1.3,1,1,0.0
CCOC(=O)c1c(NC(=O)COc2ccc(Cl)cc2C)sc(C(C)=O)c1C,0.6,6,-5,0.1
O=C(Cc1ccccc1)Nc1ccnn1C1CCN(Cc2cccn2-c2ccccn2)CC1,4.0,8,4,0.3
CCOC(=O)N1CCCN(C(=O)OCC)CC1,1.4,13,12,0.2

# (listing goes on)
Structure,GPR151 ag,MITF inh,TEAD-YAP inh,FBW7 activator
CCOc1ccc(NC(=O)COc2ccc(C(=O)NCCc3ccccc3)cc2)cc1,-0.9,-14,-4,0.0
NC(=O)C1CCCN(Cc2ccccc2[N+](=O)[O-])C1 (centres undefined),2.0,-10,2,-0.3
CC1CCCC(NC(=O)Cn2nc(-c3ccc(Cl)cc3)ccc2=O)C1C (centres undefined),-0.6,-1,1,0.0
CSc1ccc(/C=C2\SC(=O)N(CC(=O)Nc3ccc(C)cc3)C2=O)cc1,-0.3,-9,-1,-0.2
CC1(C)CC1C(=O)Oc1cccc2ccccc12 (centres undefined),0.2,6,5,0.3
COc1ccc(CNc2nc(SCc3ccccc3F)nc3ccccc23)cc1,0.8,8,-17,0.0
COCCNC(=O)CCc1c(C)nc2cc(-c3ccc(OC)cc3OC)nn2c1C,0.0,6,-6,0.2
CCCCOC(=O)C1=C(C)NC(=O)NC1c1ccc(CC)cc1 (centres undefined),-0.8,10,1,0.3
CNc1nsc(C(=O)c2ccc(OC)cc2)c1N,-0.5,11,2,0.0
CCCCCCCCCCCCC(=O)N1CCCCC1CNC(=O)[C@@H](N)CCCCN (some centres undefined),4.5,-2,.,-0.1

# Later entries
Structure,GPR151 ag,MITF inh,TEAD-YAP inh,FBW7 activator
Cc1ccc(Cl)cc1NC(=O)C(=O)NCCO,2.7,7,11,-0.1
COc1ccc(-c2c(C)nn3c(NCCCO)c4c(nc23)CCC4)cc1,0.1,15,-5,-0.1
Cc1cc(C)nc(NC(=O)NC2CCCCC2)c1,-2.5,14,2,1.1
CC(C)(COC(=O)c1ccccc1F)N=C1NS(=O)(=O)c2ccccc21,0.1,14,5,0.6
CC(NC(=O)Cn1nnc(-c2ccc(S(C)(=O)=O)cc2)n1)c1ccccc1 (centres undefined),0.5,15,13,0.0
Cc1ccc(OCC(=O)NCc2cccnc2)cc1,-0.6,6,-2,0.1
O=C1OC(c2cncc(Br)c2)=N/C1=C\c1coc2ccccc2c1=O,-1.0,1,0,0.0
C=CCOc1ccccc1CN1CCCCC1c1cccnc1 (centres undefined),0.1,-12,-1,0.0
Cc1cc(C)nc(NS(=O)(=O)c2ccc(NC(=O)/C=C/c3cccs3)cc2)n1,1.2,-1,-2,0.0
O=C(NCc1ccccc1)c1cc2n(n1)C(C(F)(F)F)CC(c1ccc3c(c1)OCO3)N2 (centres undefined),1.5,24,11,0.7

# (listing goes on)
Structure,GPR151 ag,MITF inh,TEAD-YAP inh,FBW7 activator
CCCCOC(=O)NS(=O)(=O)c1ccccc1Cl,-0.2,6,3,-0.1
Cc1c(/C=C2\SC(=O)NC2=O)c2ccccc2n1C,1.2,11,-7,0.1
O=C(Nc1ccc(Br)cc1F)c1cccs1,1.4,-2,-42,-0.1
O=C(Cn1c(C2CC2)nc2c(cnn2-c2ccccc2)c1=O)NC1CCCCC1,0.8,8,3,0.0
Cc1nn(C)c(C)c1-c1cc(N)ncn1,0.5,7,-5,0.1
CCOc1ccccc1NC(=O)COc1ccccc1Cl,-0.8,0,-7,0.2
Cc1ccc(NC(=O)CC2NC(=O)NC2=O)cc1 (centres undefined),-1.1,6,2,-0.1
O=C(O)c1cccc(NC(=O)c2ccc3c(c2)C(=O)N(c2nccs2)C3=O)c1,1.1,0,8,0.0
C/C(=N/NC(=S)Nc1ccccc1)c1nnn(-c2nonc2N)c1C,0.5,0,-10,0.1
CCCCCOC(=O)C1=C(C)NC2=C(C(=O)CC(C)(C)C2)C1c1cc(Cl)c(O)c(OC)c1 (centres undefined),1.2,-19,9,0.1

# Full records, quoted from the list.
# `O=C(CN1C(=O)c2ccccc2C1=O)NNC1=NS(=O)(=O)c2ccccc21` as listed: GPR151 ag: 0.5; MITF inh: 5; TEAD-YAP inh: 0; FBW7 activator: -0.6
# `O=C(Cc1cc(=O)[nH]c(=O)[nH]1)NCCC(c1ccccc1)c1ccccc1` as listed: GPR151 ag: -0.5; MITF inh: 2; TEAD-YAP inh: 1; FBW7 activator: 0.0

# Remaining list, next part.
Structure,GPR151 ag,MITF inh,TEAD-YAP inh,FBW7 activator
NS(=O)(=O)c1ccc(CCNC(=S)Nc2ccc(S(N)(=O)=O)cc2)cc1,1.2,7,1,-0.1
O=C(CN1CCN(Cc2ccccc2)C1=O)NCCN1CCOCC1,0.1,-2,-8,-0.2
C[C@@H](O)[C@@H]1NC(=O)[C@@H]2C[C@H](NCc3nc(-c4ccc(F)cc4)cs3)CN2C1=O,-0.5,-2,0,-0.2
NS(=O)(=O)c1ccc(CCNC(=O)CCCNS(=O)(=O)c2cccs2)cc1,2.0,3,-6,-0.1
CCCC(=O)N1c2ccccc2-c2nnc(SC)nc2OC1c1cccs1 (centres undefined),-1.1,7,-2,0.0
O=C(c1nc2ccc(Cl)cn2c1CN1CCCC(O)C1)N1CCc2ccccc2C1 (centres undefined),0.2,-12,-2,-0.1
Cc1ccc(CNc2nc(CN(CC3CCC(=O)N3)C(C)C)nc3ccccc23)cc1 (centres undefined),0.6,-1,14,-0.2
Cc1ccc2nc3ccc(NCc4cccs4)nn3c(=O)c2c1,1.6,-7,-32,-0.1

# High-throughput results deposited in PubChem by The Scripps Research Institute Molecular Screening Center.
